Screening results: PubChem BioAssay, National Center for Advancing Translational Sciences (NCATS)
ERK EGF inh: blocks ERK signaling stimulated by EGF | HEK293-V1b, EGF-stimulated phospho-ERK AlphaScreen | Potency, µM (series often up to 11.5 µM), for the others: at the top dose activity change, negative = inhibition, usual class: inhibitors | 130,000 tested, 0.41% active; active means well fitted inhibition curve with a large enough effect; inconclusive means small, poorly fitted or top-dose-only effect, or effect the other way;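 further: plate controls were stimulated vehicle wells for no effect and unstimulated vehicle basal for full effect; nearly all actives have a fitted effect of over 55% in size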
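Concentration-response of compounds against EGF-driven ERK phosphorylation in V1b-expressing HEK293 cells; 30 min preincubation, 5 min EGF, AlphaScreen detection; Normalized to DMSO basal and 25 nM EGF.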
* hit, by the source's call; ? = inconclusive; & = joins results of further samples; [ ] = another dose, or the depositor's remark. Potency means the concentration at half of the fitted maximal effect. A portion of the library; count on the stated rates, not on these rows.

SMILES	ERK EGF inh
CCN(CC)CCNC(=O)c1ccc(NC(=O)c2ccc(F)cc2)cc1	-1%
Cc1ccc(/C=N/Nc2ccc(C(=O)O)cc2)s1	3%
COc1ccnc(Oc2ccccc2)c1C(=O)N/C=N/OCc1ccccc1F	-11%[57.5 µM]
CCNC(=O)OCCC12CC3CC(CC(C3)C1)C2	-3%
COC(=O)c1cccc(C23CC4(C2)[C@H](CN(Cc2ccc(C(F)(F)F)cc2)[C@@H]4c2ccccc2)C3c2ccccc2)c1 (stereo partly specified)	2%
O=C(NCCc1nnc2ccc(NCc3ccccc3Cl)nn12)c1ccccc1	-3%
O=C(O)CSCC(=O)NCc1ccc(Cl)cc1Cl	1%
Cc1ccnc(SCC(=O)c2cccc([N+](=O)[O-])c2)n1	8%
COC(=O)c1cn(NC(=O)Cn2nc([N+](=O)[O-])c(Cl)c2C)c(=O)c2ccccc12	4%
Cc1ccc(Nc2c(-c3ccccc3O)nc3ncccn23)cc1	?
COc1ccc(/C=N/N2C(=N)SCC2=O)cc1	6%[57.5 µM]
Cn1ccnc1C(=O)c1cc(SCC(=O)NCc2ccccc2)nc2ccccc12	-7%
CCC(C)N1C(=O)CN(C2CCCCCC2)C(=O)C1c1ccccc1F (stereo unspecified)	-7%
Cc1ccc(OCC(=O)N2CCN(C(=O)c3ccc([N+](=O)[O-])cc3)CC2)cc1	-1%
O=C(COc1ccc(Br)cc1CNC1CCCCC1)NCCc1ccccc1	-1%
CCCCN(C(C)=O)c1c(N)n(CCC)c(=O)n(CC(=O)Nc2cc(Cl)cc(Cl)c2)c1=O	-1%
CCOc1ccc(NC(=S)N(CCc2c(C)[nH]c3ccccc23)Cc2cccnc2)cc1	-8%
CCOc1ccc(NC(=O)Nc2ccc(Br)cn2)cc1	3%
COc1ccc(OC)c(CNc2ccc([N+](=O)[O-])cc2C)c1	3%[57.5 µM]
O=C(NN1C(=O)c2ccccc2NC1c1ccco1)c1ccccc1 (stereo unspecified)	-21%
CN(C)S(=O)(=O)c1ccc(C(=O)OCC(=O)NCc2ccccc2)cc1	1%
CCN(CC)c1ccc(NC(=O)C2CCC(CNc3c(N4CCCC4)c(=O)c3=O)CC2)c(C)c1 (stereo unspecified)	-2%[57.5 µM]
COc1ccc(Cn2nnnc2C(c2ccc3ncccc3c2)N2CCN(C3CCCCC3)CC2)cc1 (stereo unspecified)	6%
Cc1ccc(C(=O)c2ccc(N3CCN(C)CC3)c([N+](=O)[O-])c2)cc1	-9%
COc1ccc(N(CC(O)Cn2c(C)nc3ccccc32)S(=O)(=O)c2ccc(C)cc2)cc1 (stereo unspecified)	-4%

Some of these compounds in order of heavy-atom count, low to high.
SMILES	ERK EGF inh
Cc1ccc(Nc2c(-c3ccccc3O)nc3ncccn23)cc1	?
Cc1ccc(C(=O)c2ccc(N3CCN(C)CC3)c([N+](=O)[O-])c2)cc1	-9%
COc1ccc(Cn2nnnc2C(c2ccc3ncccc3c2)N2CCN(C3CCCCC3)CC2)cc1 (stereo unspecified)	6%

More entries.
SMILES	ERK EGF inh
O=C(NCCC1=CCCCC1)C(=O)NCC(c1ccco1)N1CCN(c2ccc(F)cc2)CC1 (stereo unspecified)	-2%
CCCCC(=O)Nc1ccc(NC(=O)c2ccc([N+](=O)[O-])cc2Cl)cc1OC	-2%
C/C(=N\NC(=S)NC(C)C)c1ccc(C(C)(C)C)cc1	1%
C/C(=N/NC(=O)C1COc2ccccc2O1)c1ccc(Br)s1 (stereo unspecified)	6%[57.5 µM]
O=C(Cn1ncc2c(=O)oc3ccccc3c21)NCCCN1CCCC1=O	11%
O=C(CSCc1ccc(Br)cc1)NC1CC1	-8%
COc1cccc(CN2CCNC(=O)C2CC(=O)NCCc2cccc(C)n2)c1OC (stereo unspecified)	-6%
CN(C)S(=O)(=O)c1ccc(Cl)c(NC(=O)CN2C(=O)NC(C)(C3CC3)C2=O)c1 (stereo unspecified)	34%[57.5 µM]
Cc1[nH]c2ccccc2c1CN1CCC(Cc2ccccc2)CC1	2%
COc1cccc(NC(=O)NCc2ccccc2F)c1	?
CCOc1cc(/C=N/Nc2cc(C)nc(-n3nc(C)cc3C)n2)ccc1O	-5%[57.5 µM]
Cn1c(N)c(C(=O)COC(=O)c2ncc(Cl)c(Cl)c2Cl)c(=O)n(C)c1=O	4%
CC(=O)NNc1nc(-c2ccc(NC(C)=O)cc2)cs1	14%
NCCc1nnc(SCC(=O)c2ccc(Cl)cc2)o1	5%[57.5 µM]
CC(=O)c1c(C)[nH]c(C(=O)CSc2nnc(C)s2)c1C	-3%
Cc1nc2ccc(N=NN(C)C)cc2[nH]1	1%[57.5 µM]
COc1ccc(N(C)C(=O)c2oc(=O)c3ccccc3c2-c2ccccc2)c(OC)c1	-21%[57.5 µM]
CC(C)C(NC(=O)CSCc1ccc([N+](=O)[O-])cc1)C(C)C	9%
CCc1cccc(NC(=O)CCCCCC2NC(=O)NC2C)c1 (stereo unspecified)	3%
O=c1[nH]c(Cc2ccccn2)nc2scc(-c3ccccc3Cl)c12	-8%
CCCN(CCC)S(=O)(=O)c1ccc(C(=O)NNc2nc(-c3ccccc3)c3cc(Br)ccc3n2)cc1	9%
N/C(=N\OC(=O)CCC1CCCC1)c1ccccc1	-6%
O=C1C(Cc2ccccc2)NC(=S)N1Cc1ccccc1 (stereo unspecified)	12%
O=C(Nc1ccc(F)cc1)OCCN1CCN(Cc2ccccc2)CCC1=O	4%
COC(=O)c1ccc(Nc2cc(C)nc3ccc(C)cc23)cc1	-6%[57.5 µM]

Next structures.
SMILES	ERK EGF inh
COc1ccccc1NC(C)C(=O)N/N=C/c1ccccc1OCc1cccc(Br)c1 (stereo unspecified)	-10%
Cc1nc2c(ccc3nc(NC(=O)Cc4cccc5ccccc45)sc32)s1	3%
COc1ccc(C2=NN(CC(=O)NCc3ccco3)C(=O)CC2)cc1	10%
Cc1ccc(-c2c(C(=O)NCc3ccc(F)cc3)oc(=O)c3ccccc23)cc1	5%
CC(Sc1nnc(Nc2ccccc2)s1)C(=O)NC1CCCc2ccccc21 (stereo unspecified)	-7%
COc1ccc(-c2nc(-c3ccccc3)c(Nc3ccc4ccccc4c3)o2)cc1	-5%
Cc1ccc(C)c(NC(=O)CSc2nnc(Cc3cccn3C)n2-c2ccc(F)cc2)c1	11%
COc1cc(OC)nc(-n2ncc(Br)c(Br)c2=O)n1	-11%
COc1ccc(C(=O)NC2CCN(C(=O)Nc3ccccc3Cl)CC2)cc1	5%
COc1ccccc1/C=C/C1C(C(=O)OCC(C)C)=C(C)N=C2SCCC(=O)N21 (stereo unspecified)	8%
COC(=O)Cn1nnc2c(cnn2-c2ccccc2)c1=O	-1%
CC(C)C(=O)Nc1cc(C(F)(F)F)ccc1-n1ccnc1	-11%[57.5 µM]
COc1ccc(C2(C#N)CCC(=O)N2c2ccccc2)cc1 (stereo unspecified)	5%[57.5 µM]
C=CCNC(=O)C(=O)c1c(-c2ccccc2)[nH]c2ccccc12	0%
CC(C)(C)Nc1nc2cc([N+](=O)[O-])ccc2o1	-4%[57.5 µM]
COc1cc(C(=O)NCCc2ccc(S(=O)(=O)N3CCCC3)cc2)cc(OC)c1OC	1%
Cc1ccc(/C=C/S(=O)(=O)NCc2ccc(F)cc2)cc1	5%
Cc1ccc(/C=C/C(=O)Nc2ccc(Oc3ccccc3)cc2)o1	-2%
Cc1cc(C)cc(N(CC(=O)NC(C)(C)C)C(=O)CNC(=O)c2cccs2)c1	-1%
Cc1cccc(-c2noc(CCC(=O)Nc3ccc(C(N)=O)cc3)n2)c1	-1%[57.5 µM]
COc1cc(-c2nc(C)c(C(C)=O)n2O)ccc1OCC(=O)Nc1ccc(F)cc1	3%
O=C(O)c1cc(C2CC2)nc2ccccc12	12%&2%
CN(CC(=O)N1CCOCC1)C(=O)CSc1nc2ccccc2s1	-3%
CCC(=O)c1cc2c(C)cc(=O)oc2c(C)c1OC	10%
COc1ccc(CN2CCN(C(=O)C3CCN(S(=O)(=O)c4cccs4)CC3)CC2)c(OC)c1OC	1%

By substructure: those above with a nitro group on carbon
SMILES	ERK EGF inh
Cc1ccnc(SCC(=O)c2cccc([N+](=O)[O-])c2)n1	8%
COC(=O)c1cn(NC(=O)Cn2nc([N+](=O)[O-])c(Cl)c2C)c(=O)c2ccccc12	4%
Cc1ccc(OCC(=O)N2CCN(C(=O)c3ccc([N+](=O)[O-])cc3)CC2)cc1	-1%
COc1ccc(OC)c(CNc2ccc([N+](=O)[O-])cc2C)c1	3%[57.5 µM]
Cc1ccc(C(=O)c2ccc(N3CCN(C)CC3)c([N+](=O)[O-])c2)cc1	-9%
CCCCC(=O)Nc1ccc(NC(=O)c2ccc([N+](=O)[O-])cc2Cl)cc1OC	-2%
CC(C)C(NC(=O)CSCc1ccc([N+](=O)[O-])cc1)C(C)C	9%
CC(C)(C)Nc1nc2cc([N+](=O)[O-])ccc2o1	-4%[57.5 µM]

Further records:
SMILES	ERK EGF inh
CC1Cc2ccccc2N1S(=O)(=O)c1cccc(C(=O)Nc2cccnc2)c1 (stereo unspecified)	34%[57.5 µM]
C=C1CCN([C@@H](C)C(=O)OCc2cccc(C)c2)S(=O)(=O)c2ccccc21	-6%[57.5 µM]
CCCCC(=O)Nc1ccc(C(=O)Nc2ccc(S(=O)(=O)Nc3nccc(C)n3)cc2)cc1	1%
O=S(=O)(NCc1cc(-c2ccccc2)no1)c1ccccc1	-4%
CCCCn1c(N)c(N(CC)C(=O)c2cc(OC)cc(OC)c2)c(=O)[nH]c1=O	2%
O=C(NC1CCCC1)C1CCC(=O)N1C1CCCCC1 (stereo unspecified)	3%
C=CCn1c(-c2cccc(OCC)c2)n[nH]c1=S	-7%
C=CCSCC1Nc2cc(Cl)c(S(N)(=O)=O)cc2S(=O)(=O)N1 (stereo unspecified)	-10%
COc1ccc(CCNC(=O)Cn2c(=O)n(-c3ccc(F)cc3F)c(=O)c3sccc32)cc1OC	5%
CC(C)C(NC(=O)C1CCCCC1)C(=O)NCCc1ccccc1 (stereo unspecified)	-8%
CC(NC(=O)/C=C/c1cnc2ccccc2n1)C12CC3CC(CC(C3)C1)C2 (stereo unspecified)	-3%
CC(C)NC(=S)N/N=C/c1c[nH]c2ccccc12	-8%
CCC1=C2CC[C@H]3C(=O)N(CC(=O)OC)C(=O)[C@H]3[C@H]2[C@@]2(C)C(=O)N(Cc3ccccc3)C(=O)N2C1=O	-1%
CC(C)CC(c1nnnn1CCc1ccccc1)N1CCC(C(N)=O)CC1 (stereo unspecified)	-1%
CCCOc1ccc(C(=O)Nc2ccc(S(=O)(=O)Nc3cc(C)nc(C)n3)cc2)cc1	6%[57.5 µM]
CCN(CC)C(=O)c1sc2c(c1C)c(=O)n(-c1ccc(C)c(C)c1)c(=O)n2CC(=O)NCC1CCCO1 (stereo unspecified)	?
O=S(=O)(c1ccc(NC(=S)N/N=C/c2ccc(O)c(O)c2)cc1)N1CCOCC1	-5%[57.5 µM]
COc1ccc(CNS(=O)(=O)NCc2ccccc2)cc1	0%
O=C(NCCN1CCCCC1)c1c(O)c2ccccc2[nH]c1=O	-21%[57.5 µM]
Cc1cc(NC(=O)/C=C/c2cccc(Cl)c2)n(-c2nc3ccccc3[nH]2)n1	5%
COC(=O)c1ccc(C(NC(=O)OCc2ccccc2)/C(I)=C/[C@@H](C)C(=O)NCc2ccc(OC)c(O)c2)cc1 (stereo partly specified)	?
O=C(NCc1csc(-c2cccs2)n1)C1CCC1	11%[57.5 µM]
Cc1nc(-c2ccccn2)nc(SCC(=O)c2ccc(F)cc2)c1Cl	1%[57.5 µM]
Cc1ccc(N2CC(C(=O)Nc3nnc(SCC(=O)Nc4nc(C)cs4)s3)CC2=O)cc1 (stereo unspecified)	5%
COc1ccc(CSc2ncnc3sccc23)cc1F	-4%[57.5 µM]

Continued.
SMILES	ERK EGF inh
O=C(CNc1ccc(F)cc1)c1ccccc1	1%
CC(O)c1c(-c2ccccc2)nn(C)c1Cl (stereo unspecified)	-6%
CS(=O)(=O)N(CC(=O)Nc1ccccc1C(=O)N1CCCC1)c1ccc2c(c1)OCO2	-1%
COc1ccc(OC)c(NC(=O)c2nc(-c3ccccc3)oc2C)c1	4%
COc1cc(SC)ccc1C(=O)OCC(=O)NCC(C)C	2%
COCc1cc(N2CCCCC2)nc(-c2ccccc2)n1	-7%
Cc1ccc(NCC(O)Cn2cnc3c2c(=O)n(C)c(=O)n3C)cc1 (stereo unspecified)	-7%[57.5 µM]
CCCCCCCCCCCCC/C=C/[C@@H](O)C(CO)NC(C)=O (stereo partly specified)	-1%
COC(=O)[C@H]1[C@H](C(=O)OC)[C@@H](C(=O)OC)N(c2ccc(OC)cc2)[C@@H]1C(=O)OC	-4%
Cc1cc(C(=O)N/N=C/c2cccc([N+](=O)[O-])c2O)n[nH]1	-7%
CCn1c(SCC(=O)NNC(=O)Cc2ccccc2)nnc1-c1ccncc1	2%
Clc1ccc(OCCOCCOc2cccc3cccnc23)c(Br)c1	1%
Cc1ccc(NC(=O)CNC(=O)OCc2ccccc2)cc1C	3%
CCOc1cc(/C=C2\CCCC(C(=O)C(F)(F)F)=C2O)ccc1O	3%
COC(=O)c1ccc(C(/C=C/[C@@H](C)C(=O)NCc2ccccc2)NC(=O)OCc2ccccc2)cc1 (stereo partly specified)	8%
Cc1cc(C)c(C(=O)COC(=O)CCNS(=O)(=O)c2c(Cl)cccc2Cl)cc1C	1%
O=C(COC(=O)c1ccccc1NC(=O)c1ccco1)NC1CC1	3%
Cn1c(=O)[nH]c2nc[nH]c2c1=O	15%
NCC12CC3CC(C1)CC(c1ccc(Cl)cc1)(C3)C2	1%
C=CCn1c(O)c(N=NC(=S)Nc2ccccc2C)c2cc(S(=O)(=O)N3CCOCC3)ccc21	10%
CCCCOc1ccc(C(=O)NCCC(=O)NCCCC(=O)OCC)cc1	-2%[57.5 µM]

Reformatted field by field: entries from further up
compound: CN(C)S(=O)(=O)c1ccc(Cl)c(NC(=O)CN2C(=O)NC(C)(C3CC3)C2=O)c1 (stereo unspecified)
- ERK EGF inh = 34%[57.5 µM]

compound: CS(=O)(=O)N(CC(=O)Nc1ccccc1C(=O)N1CCCC1)c1ccc2c(c1)OCO2
- ERK EGF inh = -1%
